Compound activity as filed in PubChem BioAssay.
DNMT1 block: human DNMT1 methyltransferase inhibitors, primary screen, biochemical, molecular beacon, fluorescence, HinP1I cleavage, uHTS; inhibition (reported as % activation of signal), % at 10 µM; 360,000 compounds, 0.83% hits; AID 588458, 2011; in the data active = inhibition above about 50%
NRP1-CendR mod: modulators of CendR peptide binding to NRP-1, primary screen, biochemical, fluorescence polarization, uHTS; FAM-RPARPAR peptide binding to NRP-1; inhibition, % at 25 µM; 360,000 compounds, 0.85% hits; AID 602438, 2012;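 active = inhibition or corrected inhibition above about 18%, plus a signal ratio from 0.5 to 1.5, limit read from the data, passing the limit was not always enough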; also: strong numbers were not always called active
SKN-1 block: suppressors of acrylamide-induced Pgst-4::GFP reporter in worms, primary screen, SKN-1 inhibitor project, whole organism, uHTS, GFP/RFP fluorescence ratio, strain VP596 | C. elegans VP596 Pgst-4::GFP/RFP ratio, 24 h | inhibition, % at 21.8 µM | 360,000 compounds, 0.49% hits | AID 624304, 2012;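 active = interference check ratio from 0.5 to 1.5 plus GFP to RFP signal ratio inhibition reaching or exceeding a fixed threshold, cut at about 30% in these data, passing the limit was not always enough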; also: some compounds called inactive have numbers as strong as hits
MT1-MMP act inh: blockers of MT1-MMP proenzyme processing, primary screen, HT1080 RFP-PRO-GFP cells, GFP/RFP fluorescence; 360,000 compounds, 0.061% hits; GFP/RFP ratio fluorescence, overnight; percent of plate control window, DMSO zero; Matrix metalloproteinase-14 (Homo sapiens), P50281; GFP/RFP ratio change, % at 20 µM;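 active = GFP/RFP ratio change of at least 30% with cell ATP level not reduced by more than half and red fluorescence within 50% of control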; also: strong numbers were not always called active
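Test system: HT1080 RFP-PRO-GFP cells; Benchmarks: DMSO and RFP-L50D-GFP cell wells; Timing: cells overnight before dosing, compound overnight, 37 °C, 5% CO2; Compound: one 20 µM compound dose with 1% DMSO; Read-out: GFP/RFP fluorescence ratio.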
Scp-1 inhibitor: Scp-1 phosphatase inhibitors, primary screen, biochemical, colorimetric, uHTS. Carboxy-terminal domain RNA polymerase II polypeptide A small phosphatase 1 (Homo …. Recombinant Scp1, phosphopeptide, malachite green phosphate absorbance. inhibition, % at 20 µM. 340,000 compounds, 0.88% hits. AID 493091, 2011;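 active = inhibition above about 50% at 20 µM, limit read from the data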;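 also: plate controls were DMSO wells with enzyme for no effect and wells lacking enzyme for full effect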
Target sequence (Q9GZU7 76-261 limits assumed): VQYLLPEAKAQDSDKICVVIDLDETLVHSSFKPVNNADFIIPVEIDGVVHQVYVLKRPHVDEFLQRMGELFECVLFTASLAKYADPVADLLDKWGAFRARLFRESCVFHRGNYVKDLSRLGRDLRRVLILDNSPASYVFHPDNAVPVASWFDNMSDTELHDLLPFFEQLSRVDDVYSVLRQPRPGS
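Test system – truncated SCP-1 phosphatase (76-261aa) · Reagent – Phosphorylated 17-residue peptide substrate · Incubation – 45 min room-temperature reaction, 5 min colour, 30 min stabiliser · Detection – colorimetric phosphate reagent with accelerator and stabiliser, absorbance at 630 nm · Measure – % inhibition at 20 µM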
STEP block: STEP phosphatase inhibitors, primary screen, biochemical, fluorescence intensity, uHTS. Tyrosine-protein phosphatase non-receptor type 5 (Homo sapiens), P54829. recombinant STEP, OMFP fluorogenic substrate. inhibition, % at 20 µM. 360,000 compounds, 0.25% hits. AID 588621, 2011;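 active = inhibition at 20 µM, scaled per plate between control wells, above about 37%, limit read from the data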;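 also: 0% = DMSO with enzyme and substrate and 100% = substrate only without enzyme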
Target sequence (P54829 whole entry, looked up): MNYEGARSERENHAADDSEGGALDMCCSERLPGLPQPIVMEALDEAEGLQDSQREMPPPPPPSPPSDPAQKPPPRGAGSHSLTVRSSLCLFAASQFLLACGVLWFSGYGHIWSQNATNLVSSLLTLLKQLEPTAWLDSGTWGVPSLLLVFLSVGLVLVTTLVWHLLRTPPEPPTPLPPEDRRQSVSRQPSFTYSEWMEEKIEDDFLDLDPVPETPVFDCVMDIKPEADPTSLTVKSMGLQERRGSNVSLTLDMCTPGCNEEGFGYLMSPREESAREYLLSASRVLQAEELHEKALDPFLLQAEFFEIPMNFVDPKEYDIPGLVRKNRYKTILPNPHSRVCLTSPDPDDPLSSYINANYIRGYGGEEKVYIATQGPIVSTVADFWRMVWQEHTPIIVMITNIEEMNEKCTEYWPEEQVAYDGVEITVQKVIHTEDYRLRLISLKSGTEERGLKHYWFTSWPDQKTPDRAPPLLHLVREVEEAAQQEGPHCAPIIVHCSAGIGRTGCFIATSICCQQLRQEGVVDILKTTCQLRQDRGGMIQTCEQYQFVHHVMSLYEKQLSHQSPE
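Material: STEP (striatal-enriched tyrosine phosphatase) enzyme, cell-free; Compound dosing: 20 µM single dose in 1% DMSO; Technique: fluorescence read at 480 nm ex / 540 nm em; Times: reaction 20 min, ambient temperature; Medium: 50 mM Bis-Tris pH 6.0 with 2.5 mM DTT and 0.005% Tween 20; Also added: OMFP at 25 µM.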
Rpn11 block: Rpn11 (PSMD14) deubiquitinase inhibitors, primary screen, biochemical, fluorescence polarization, uHTS; 26S proteasome non-ATPase regulatory subunit 14 (Homo sapiens), O00487; human 26S proteasome, Ub4-pepOG fluorescence polarization; 20S core pre-blocked with epoxomicin; calls only at 20 µM; 360,000 compounds, 0.59% hits;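 active = inhibition at 20 µM, scaled to each plate's controls, above about 33%, limit read from the data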
LMPTP block: LMPTP phosphatase inhibitors, primary screen, biochemical, fluorescence intensity, uHTS. Low molecular weight phosphotyrosine protein phosphatase (Homo sapiens), P24666. recombinant LMPTP-A, OMFP fluorogenic substrate. inhibition, % at 20 µM. 360,000 compounds, 0.22% hits;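 active = compounds that cut the enzyme signal by at least half of the control window in the single-dose screen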;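 also: plate controls were DMSO wells with enzyme plus substrate for no effect and substrate without enzyme for full effect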
Target sequence (P24666 whole entry, looked up): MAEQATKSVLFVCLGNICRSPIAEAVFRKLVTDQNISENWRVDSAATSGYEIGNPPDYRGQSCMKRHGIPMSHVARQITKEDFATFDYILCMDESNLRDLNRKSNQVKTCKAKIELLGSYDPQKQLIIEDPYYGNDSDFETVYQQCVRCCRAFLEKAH
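Test system: LMPTP-A phosphatase enzyme; input: 0.625 nM LMPTP-A final; reagent: OMFP substrate, 400 µM final; compound dosing: 20 µM single dose, 3% DMSO; incubation: 50 min dark incubation at room temperature; measured by: endpoint fluorescence intensity from OMFP dephosphorylation; measure: % inhibition relative to no-enzyme and uninhibited control wells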
SUMO1 PPI mod: modulators of SUMO1 protein-protein interactions, primary screen, biochemical, uHTS; inhibition, % at 20 µM; SUMO1 binding to a labelled peptide, TR-FRET, 1 h; AID 602429, 2012; 360,000 compounds, 0.33% hits; Small ubiquitin-related modifier 1 (Homo sapiens), P63165; in the data active = inhibition above about 37%
Target sequence (P63165 whole entry, looked up): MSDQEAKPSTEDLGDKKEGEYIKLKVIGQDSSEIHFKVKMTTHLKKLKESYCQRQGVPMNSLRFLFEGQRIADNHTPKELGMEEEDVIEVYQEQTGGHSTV
NadD inh: inhibitors of S. aureus NadD, primary screen, biochemical, colorimetric, uHTS; Nicotinate-nucleotide adenylyltransferase NadD (Staphylococcus aureus N315); purified NadD enzyme, colorimetric absorbance read-out; inhibition, % at 20 µM; 360,000 compounds, 0.78% hits; AID 602399, 2012; in the data active = inhibition above about 26%; also: some compounds past the cut are filed as inactive
Numbers without * were called inactive; i = inactive; · = no result given.

NadD inh | Rpn11 block | DNMT1 block | MT1-MMP act inh | Scp-1 inhibitor | LMPTP block | NRP1-CendR mod | SKN-1 block | SUMO1 PPI mod | STEP block | canonical_smiles
-6 | i | 2 | 0 | -6 | -1.2 | 2 | 23 | 0 | -3 | CCn1cc(CNC(=O)C2CCC(=O)N(Cc3ccccc3F)C2)cn1 (stereo not drawn)
7 | i | -6 | 5 | -2 | -0.1 | 3 | 6 | -18 | 0 | O=[N+]([O-])c1cccc(S(=O)(=O)N2CCCCCC2)c1
-4 | i | 2 | -4 | -4 | -1.1 | 1 | 4 | 3 | -1 | COc1ccc(C(=O)N/C(=C\c2ccccc2)C(=O)Nc2ccc(C(=O)O)cc2)cc1
-1 | i | 6 | -6 | -5 | 7.7 | -2 | -2 | -6 | 1 | O=C(CSc1ccc(Cl)cc1)N1CCN(c2c(Cl)cccc2[N+](=O)[O-])CC1
-6 | i | -5 | 6 | -4 | 1.6 | 4 | 1 | -1 | -1 | O=C(c1ccc(F)cc1)C1CCN(C(=O)NCc2ccccc2)CC1
10 | i | -3 | 4 | -2 | 0.9 | -2 | 28 | 3 | 0 | CCOc1ccccc1N1CCN(C(=O)c2cn(CC3CCCCC3)nn2)CC1
-12 | i | 2 | 12 | 4 | -1.0 | -11 | -2 | 2 | -2 | CCc1ccc(OCCCCN(C)Cc2ccccc2)cc1
-6 | i | 0 | -3 | -5 | -0.8 | -11 | 0 | 9 | 0 | CN(C)c1ccc(C2CC(=O)OC3=C2C(=O)CC(C)(C)C3)cc1 (stereo not drawn)
-3 | i | 9 | 0 | -1 | 3.2 | -1 | -5 | 4 | -3 | Cc1c(C(=O)NCc2ccco2)oc2ccccc12
2 | i | -3 | 1 | -3 | 0.0 | -2 | 15 | 0 | 6 | Cn1cc(CC(=O)N2CCN(c3ccccc3F)CC2)c2ccccc21
1 | i | 3 | -2 | -5 | 0.3 | 7 | 4 | -3 | -2 | CN(C(=O)c1cc(-c2ccccc2)on1)C1CCCCC1
-9 | i | -2 | 2 | -8 | 0.3 | 7 | -14 | 1 | 1 | O=C(NCCc1ccccc1)c1cccc(S(=O)(=O)NCc2ccccc2)c1

(next part)
NadD inh | Rpn11 block | DNMT1 block | MT1-MMP act inh | Scp-1 inhibitor | LMPTP block | NRP1-CendR mod | SKN-1 block | SUMO1 PPI mod | STEP block | canonical_smiles
-3 | i | 0 | 1 | 4 | -1.3 | -13 | -1 | 1 | -6 | CSc1nc2ccccc2s1
-5 | i | 1 | 0 | -9 | -1.7 | 0 | -1 | 2 | 0 | O=S(=O)(c1cccc(S(=O)(=O)N2CCOCC2)c1)N1CCCCCC1
56* | · | 90* | 0 | 64* | 60* | -73 | 25 | 40* | 28 | O=C(C1=C(O)C(=O)N(c2nc3ccc(Cl)cc3s2)C1c1ccco1)c1ccco1 (stereo not drawn)
-8 | i | 1 | 0 | -4 | 0.3 | 2 | -11 | -2 | -2 | CCOC(=O)c1cc(NC(=O)c2cccnc2)cc(C(=O)OCC)c1
4 | i | 2 | 1 | -3 | -1.0 | -10 | 6 | -1 | -1 | CCn1c(C)nc2cc(S(=O)(=O)N3CCCC3)ccc21
-3 | i | 3 | 1 | -6 | -1.4 | -4 | 6 | 4 | -3 | COc1ccc(C(=O)NCC(C)CN(C)C)cc1 (stereo not drawn)
-5 | i | 4 | -5 | -4 | 0.5 | 4 | 4 | 2 | -1 | CCOC(=O)C(=CNc1cc(C)ccc1C)C(=O)OCC
· | · | · | -17 | · | 0.9 | -10 | 9 | -9 | · | O=C(NC1CCCC1)C1C(c2ccc(C(F)(F)F)cc2)=Nc2ccccc2N1C(=O)c1cccc(C(F)(F)F)c1 (stereo not drawn)
6 | i | 3 | 4 | -2 | -1.0 | 4 | 11 | -1 | 0 | O=C(CN(c1ccccc1F)S(=O)(=O)c1ccccc1)N1CCCCCC1
21 | i | -2 | 12 | -5 | 5.9 | 9 | 11 | -12 | 6 | Oc1ccc(N=Nc2ccc3c(c2)OCCO3)c2cccnc12
-3 | i | 2 | 0 | -6 | 0.2 | 1 | 14 | 4 | 1 | CC(=O)c1cccc(NC(=O)CN2C=NS(=O)(=O)c3ccc(C)cc32)c1
-1 | i | -3 | -5 | -4 | 0.8 | 3 | 10 | -17 | 3 | COc1cccc(-n2c(O)c(C=NCc3ccccn3)c3ccccc3c2=O)c1

New compounds follow
NadD inh | Rpn11 block | DNMT1 block | MT1-MMP act inh | Scp-1 inhibitor | LMPTP block | NRP1-CendR mod | SKN-1 block | SUMO1 PPI mod | STEP block | canonical_smiles
1 | i | -2 | 6 | 15 | 3.0 | -3 | -1 | -9 | -1 | CCc1ccc2nc(/N=C(\N)NC(=O)c3ccccc3)nc(C)c2c1
-3 | i | 3 | 1 | -7 | -1.3 | 7 | -4 | 0 | -1 | Cc1c(NC(=S)NC(NC(=O)C(C)C)C(Cl)(Cl)Cl)c(=O)n(-c2ccccc2)n1C (stereo not drawn)
2 | i | 0 | 2 | -11 | 0.8 | -10 | -3 | -2 | 0 | CCN(C(=O)COC(=O)c1c(C)c(-c2ccccc2)nc2ccccc12)C1CCS(=O)(=O)C1 (stereo not drawn)
1 | i | -1 | 0 | -3 | 1.7 | 3 | 9 | 4 | 1 | CN(C)CCCn1c2c(c(SCC(=O)Nc3ccc4c(c3)OCO4)nc1=O)CCCC2
25 | i | -9 | 6 | -2 | 33 | -7 | 3 | -72 | 11 | O=C1c2cccc3cccc(c23)C(=O)N1CC1CCN(CC(O)COc2ccc3ccccc3c2)CC1 (stereo not drawn)
-5 | i | 2 | 3 | -6 | -1.1 | 4 | 5 | 2 | 1 | COc1ccc(Cl)cc1-c1nc(SCC(=O)N(C)C)n[nH]1
1 | i | -1 | 2 | 3 | -1.4 | -3 | -7 | -1 | 0 | O=C(NCc1ccc(Cl)s1)C1CCC(=O)N(CCc2cccc(F)c2)C1 (stereo not drawn)
2 | i | 4 | -2 | 2 | 1.5 | 9 | 9 | 0 | 1 | CCOC(=O)c1c(NC(=O)COc2ccccc2OCC)sc2c1CC(C)(C)NC2(C)C
5 | i | 0 | -1 | -3 | -3.2 | 9 | -5 | 5 | -2 | COc1ccc(C2(C(=O)NCCCN(C)C)CCOCC2)cc1
-2 | i | 7 | -4 | -7 | -0.4 | 6 | 12 | 1 | 7 | CCCC(c1nnnn1C1CCCC1)N1CCN(c2ccccc2F)CC1 (stereo not drawn)
0 | i | -2 | 2 | · | -0.8 | 8 | 13 | 2 | -4 | CCCC(=O)Nc1cccc(NC(=O)Cc2ccc(Cl)cc2)c1
-3 | i | 0 | 4 | -1 | -1.6 | -2 | 1 | 0 | -4 | Cc1cccc(C(=O)NNC(=O)/C=C/C(=O)O)c1

Next part.
NadD inh | Rpn11 block | DNMT1 block | MT1-MMP act inh | Scp-1 inhibitor | LMPTP block | NRP1-CendR mod | SKN-1 block | SUMO1 PPI mod | STEP block | canonical_smiles
-6 | i | -2 | 0 | -11 | 0.3 | -1 | -7 | -1 | 7 | O=C(COC(=O)C1CSC2(c3ccc(F)cc3)CCC(=O)N12)NC(=O)NC1CCCC1 (stereo not drawn)
0 | i | 2 | 4 | -9 | -1.2 | 0 | 6 | -8 | -3 | CCS(=O)(=O)NCCc1csc(-c2ccc(OC)c(OC)c2)n1
-1 | i | 0 | -3 | -17 | 0.0 | 9 | -1 | 2 | 5 | CCc1ccccc1NC(=S)N(Cc1ccco1)C(C)c1cccs1 (stereo not drawn)
13 | i | -11 | -2 | -12 | 3.5 | 8 | -2 | -2 | -1 | COc1ccc(NS(=O)(=O)c2cc(NC(=O)/C=C/c3cccs3)ccc2N2CCOCC2)cc1
-2 | i | -2 | -1 | -6 | 0.1 | 6 | 37* | 2 | 0 | Cc1cccc(C)c1N(CC(=O)Nc1cccc(N(C)S(C)(=O)=O)c1)S(C)(=O)=O
4 | i | 3 | 6 | 4 | 0.2 | -11 | 1 | -1 | 1 | O=C(O)c1ccc(-n2c(-c3ccccc3)n[nH]c2=S)cc1
11 | i | -3 | -4 | -4 | -0.4 | -23 | 4 | 25 | -4 | N#C/C(=C\c1ccc(-c2cccc(C(F)(F)F)c2)o1)C(=O)Nn1cnnc1
-9 | i | -2 | -1 | 13 | -1.1 | 4 | 0 | 4 | 0 | Cc1ccc2c(c1)C1CN(C)CCC1N2C(=O)c1cccc(S(=O)(=O)N2CC(C)CC(C)C2)c1 (stereo not drawn)
-5 | i | -5 | 2 | -1 | -0.7 | -4 | 3 | 2 | -2 | O=C(Cn1cnc2ccccc2c1=O)N1CCN(S(=O)(=O)c2ccc(F)cc2)CC1
-5 | i | 13 | 0 | -5 | -1.2 | -2 | -7 | -8 | -4 | CC(=O)Nc1ccc(C(=O)N/N=C/c2ccncc2)cc1
5 | i | -1 | 4 | -2 | 0.7 | 0 | 13 | 1 | -4 | Cc1ccc(NC(=O)C2CCCN(S(=O)(=O)c3c(C)noc3C)C2)nc1 (stereo not drawn)
-5 | i | 1 | 1 | 1 | 0.2 | -6 | -19 | 4 | -6 | CN(CC(=O)NC1CCN(Cc2ccccc2)CC1)S(=O)(=O)c1ccc(Br)s1
-7 | i | 1 | · | 4 | 0.6 | 7 | -6 | 5 | -2 | COc1ccccc1N(CC(=O)NCc1ccc(F)cc1)C(=O)CCC(=O)Nc1nccs1
-2 | i | 7 | 2 | -8 | 0.6 | -4 | -3 | -156 | 0 | COc1ccc(NC(=O)c2cnc(SCC(=O)NCCc3ccccc3)n(C)c2=O)cc1
